Source: PubChem (National Center for Advancing Translational Sciences (NCATS))
Vif-APOBEC3F blk: qHTS for Inhibitors of Vif-A3F Interactions: qHTS; HeLa A3F-eYFP + Vif (tagged APOBEC3F with the HIV-1 protein that degrades it), YFP fluorescence increase; Potency, µM (titrated, usually from 46.1 µM), for the others: at the highest dose activity, negative = active; 0.2% of 390,000 active; also: potency is read from the fitted curve at half-maximal effect; % of control where 0% means no effect; nearly all actives have a fitted effect of over 65% in size
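HeLa cells stably expressing A3F-eYFP plus Vif, plated and incubated overnight at 37 deg C, then exposed to compounds overnight at 37 deg C. Blocked degradation read as raised yellow fluorescence (Ex 488/Em 500-530).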
RGS4 inh: Inhibitors of Regulator of G Protein Signaling (RGS) 4: qHTS | Potency, µM (doses to about 114 µM), without a hit: top-dose activity change, negative = inhibition, most hits filed as inhibitors | Transcreener GDP fluorescence polarization, RGS4-accelerated GTP hydrolysis | 0.039% of 390,000 active; also: potency is read from the fitted curve at half-maximal effect; % is scaled to controls: 0 for no effect and ±100 for the full control effect; nearly all actives have a fitted effect of over 75% in size; some results filed as inactive show a strong effect at the top dose
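MLSMR compounds (23 nl, pin-transferred) preincubated 10 min at room temperature with a 500nM (2x) first reagent, then RGS4 at 900nM (2x) plus Transcreener GDP mix added; fluorescence polarization (620/688 nm) read before and after 90 min at 30 °C.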
12-LOX inh: Primary qHTS assay for inhibitors of human arachidonate 12S-lipoxygenase (ALOX12): Round 2; Polyunsaturated fatty acid lipoxygenase ALOX12 (Homo sapiens), P18054; purified 12hLO, xylenol orange hydroperoxide absorbance; Potency, µM (series often up to 108 µM), for the others: at the top dose activity change, negative = inhibition, hits mostly inhibitors; 1.1% of 580,000 active; AID 1671190, 2021; also: potency is read from the fitted curve at half-maximal effect; % is scaled to controls: 0 for no effect and ±100 for the full control effect
Target sequence (P18054 whole entry, looked up): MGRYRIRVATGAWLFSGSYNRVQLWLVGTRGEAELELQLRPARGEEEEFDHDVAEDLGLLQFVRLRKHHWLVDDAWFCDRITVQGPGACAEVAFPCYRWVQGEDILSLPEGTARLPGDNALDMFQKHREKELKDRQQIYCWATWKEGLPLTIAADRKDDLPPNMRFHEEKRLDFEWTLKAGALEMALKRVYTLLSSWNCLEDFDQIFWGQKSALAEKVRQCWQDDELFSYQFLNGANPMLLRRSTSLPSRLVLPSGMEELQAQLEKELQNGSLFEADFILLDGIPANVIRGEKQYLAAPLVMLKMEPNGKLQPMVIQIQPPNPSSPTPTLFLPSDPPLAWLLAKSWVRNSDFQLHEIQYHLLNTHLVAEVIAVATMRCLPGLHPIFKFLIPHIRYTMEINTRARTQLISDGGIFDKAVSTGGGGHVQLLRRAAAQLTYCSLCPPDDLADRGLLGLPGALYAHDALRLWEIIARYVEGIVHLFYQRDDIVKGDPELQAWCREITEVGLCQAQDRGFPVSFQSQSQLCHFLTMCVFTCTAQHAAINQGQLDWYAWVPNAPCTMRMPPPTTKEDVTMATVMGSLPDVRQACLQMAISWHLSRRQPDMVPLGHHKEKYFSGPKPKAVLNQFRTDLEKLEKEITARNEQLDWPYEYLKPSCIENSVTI
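Hydroperoxide product was detected by ferrous iron/xylenol orange as the 573 to 405 nm absorbance ratio. Arachidonic acid at 40 uM (final) was turned over for 30 min at room temperature by 150 nM human 12hLO, pH 7.0 Hepes buffer, after 15 min compound preincubation.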
LDHA inh: qHTS assay for inhibitors of human lactate dehydrogenase; purified LDHA, NADH/diaphorase-resazurin fluorescence; hits give low values; activity change, % (values are at about 110 or 230 µM); 0.15% of 480,000 active; AID 1347041, 2019; in the data active = activity change below about -30%; inconclusive = mostly about -25% to -30%;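 also: plate controls were DMSO wells for no effect and wells without enzyme for full effect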
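Resorufin fluorescence (ex540/em590), read at 0 and 20 min after diaphorase/resazurin addition, reports the NADH left after a 5 min room-temperature reaction of 2 nM human LDH5 with 0.06 mM NADH and 0.2 mM pyruvate.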
ERG-DNA inh: qHTS for Small Molecule Inhibitors of the ERG Ets/DNA interaction | Transcriptional regulator ERG (Homo sapiens), P11308 | fluorescence polarization, His-ERG Ets domain / labelled DNA | Potency, µM (doses to about 76.9 µM), for inactives: at the highest dose FP activity, negative = inhibition, hits mostly inhibitors | 0.028% of 370,000 active; active = well fitted inhibition curve with a large enough effect in the polarisation, with a control signal flat; inconclusive = small, poorly fitted or top-dose-only effect, or effect the other way, or a change in a side signal; inactive = no such curve, though single readings can be large or run the other way; the % refers to the polarisation;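 also: polarization taken with two DNA probes labelled with fluorescein and Texas red; potency is read from the fitted curve at half-maximal effect; % of control where 0% means no effect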
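His-tagged ERG Ets domain (1 uM in the protein solution; 300mM KCl, 50mM Tris-HCl, 1mM EDTA, 1mM DTT, pH 7.5) received compound, then a probe mix of 5 nM fluorescein-DNA and 100nM Texas-615-DNA. Fluorescence polarization was read for both dyes.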
Vif-APOBEC3G blk: qHTS for Inhibitors of Vif-A3G Interactions: qHTS; AID 602310, 2012; 0.076% of 410,000 active; HeLa A3G-eYFP + Vif (tagged APOBEC3G with the HIV-1 protein that degrades it), YFP fluorescence, overnight; Potency, µM (doses to about 46.1 µM), for the others: top-dose activity, negative = active, actives largely listed as inhibitors; DNA dC->dU-editing enzyme APOBEC-3G (Homo sapiens), Q9HC16;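 also: potency is read from the fitted curve at half-maximal effect; % is scaled to controls: 0 for no effect and ±100 for the full control effect; nearly all actives have a fitted effect of over 60% in size; hits raise eYFP signal because A3G escapes Vif-driven loss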
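HeLa cells stably expressing Vif and C-terminally eYFP-tagged A3G, seeded overnight at 37 deg C, then exposed to compound by pintool overnight at 37 deg C. Rise in yellow fluorescence (Ex 488/Em 500-530, Acumen) marks blocked Vif-driven A3G degradation.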
GRP78 ERSR act: qHTS for Inducers of the Endoplasmic Reticulum Stress Response (ERSR) in Human Glioma: qHTS. U87-MG GRP78 promoter luciferase reporter, 16 h. Potency, µM, without a hit: at the top dose activation, usual class: activators. 0.02% of 420,000 active. AID 602332, 2012; also: potency is read from the fitted curve at half-maximal effect; series mostly up to about 76 µM; % of control where 0% means no effect; nearly all actives have a fitted effect of over 35% in size
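ERSR induction read as luciferase luminescence (Bright-Glo, 10 min at room temperature) in stably transfected human U87-MG glioma cells exposed to compounds for 16 h, using GRP78 as sensor.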
D2 ag: HTS Assay for Allosteric Agonists of the Human D2 Dopamine Receptor: Primary Screen for Agonists; HEK293 T-REx D2 cells, calcium flux agonist mode; activation, % at 2 µM; 0.53% of 340,000 active;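 active = activation over 3 SD above normal in the single-dose calcium agonist read, cut at about 30% in these data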; also: 0% is about no effect
Target sequence (P14416 whole entry, looked up): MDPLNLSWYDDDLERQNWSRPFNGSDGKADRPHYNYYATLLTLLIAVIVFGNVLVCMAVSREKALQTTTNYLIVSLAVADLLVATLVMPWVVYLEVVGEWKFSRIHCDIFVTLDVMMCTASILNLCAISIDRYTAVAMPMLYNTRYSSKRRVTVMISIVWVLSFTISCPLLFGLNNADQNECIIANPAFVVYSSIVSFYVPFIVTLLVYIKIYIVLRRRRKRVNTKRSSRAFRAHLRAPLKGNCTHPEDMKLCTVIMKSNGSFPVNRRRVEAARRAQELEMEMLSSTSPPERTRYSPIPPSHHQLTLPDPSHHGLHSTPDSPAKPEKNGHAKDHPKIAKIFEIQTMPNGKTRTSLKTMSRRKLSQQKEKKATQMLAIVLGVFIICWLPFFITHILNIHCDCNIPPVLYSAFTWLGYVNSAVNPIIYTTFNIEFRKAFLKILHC
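Calcium-flux readout, 1 cycle/sec over 180 s following compound pin transfer, in inducible HEK293 Trex D2 cells (force-coupled); dopamine controls included. Positive calcium responses during this window marked compounds as potential agonists.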
D2 antagonist: HTS Assay for Allosteric Antagonists of the Human D2 Dopamine Receptor: Primary Screen for Antagonists | 2% of 340,000 active | AID 485344, 2010 | D(2) dopamine receptor (Homo sapiens), P14416 | HEK293 TREx D2 cells, calcium flux, dopamine EC80 | inhibition, % at 10 µM; in the data active = inhibition above about 30%; also: 0% is about no effect
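HEK293 T-REx D2 cells, tet-induced, calcium dye no-wash. Cpd pintool add, 180 s kinetic, then EC80 DA, 180 s kinetic. Ca flux read.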
The depositor's hits bear a star; [ ] = another dose, or the depositor's remark. Unless noted, calls follow the shape of the dose curve; as a rule, active = well fitted curve in the direction sought with a large enough effect; inconclusive = small, poorly fitted or top-dose-only effect, or another doubt; inactive = no such curve, though single readings can be large; an effect the other way counts as inactive or inconclusive. Some of the compounds tested; rates above refer to the full screens.

For COCCCN1C(=O)/C(=C\c2cccs2)C(C(=O)OC)=C1C the results were Vif-APOBEC3F blk 16%, RGS4 inh -4%, 12-LOX inh -16%, LDHA inh 0, ERG-DNA inh 5%, Vif-APOBEC3G blk -1%, GRP78 ERSR act -3%, D2 ag 2.1 and D2 antagonist -11.
For CCOC(=O)N1CCc2c(sc(NCc3cccc(F)c3)c2C(=O)Nc2ccc(OC)cc2)C1 the results were Vif-APOBEC3F blk -2%, RGS4 inh inconclusive, 12-LOX inh inconclusive, LDHA inh 10, ERG-DNA inh 2%, Vif-APOBEC3G blk -8%, GRP78 ERSR act -5% and D2 ag 0.1.
Screening O=C(NCc1cccnc1)C1CCCN(S(=O)(=O)c2ccc(Br)cc2)C1 (configuration not stated) returned Vif-APOBEC3F blk 2%, RGS4 inh 5%, 12-LOX inh -2%, LDHA inh -5, ERG-DNA inh 2%, Vif-APOBEC3G blk -6%, GRP78 ERSR act -5%, D2 ag 0.0 and D2 antagonist 27.
`CCNC(=O)C1(C)CCN(Cc2ccc(C#N)cc2)C1` (configuration not stated) gave 12-LOX inh 3%, LDHA inh -1, Vif-APOBEC3G blk 0% and GRP78 ERSR act -1%.
`COc1ccc(Cl)cc1NC(=O)c1cc(C)nc2c1c(C)nn2-c1ccccc1` gave Vif-APOBEC3F blk -8%, RGS4 inh 7%, 12-LOX inh -20%, LDHA inh -8, ERG-DNA inh -5%, Vif-APOBEC3G blk 0%, GRP78 ERSR act -2% and D2 ag 0.7.
COc1cc(C2C(C#N)=C(N)Oc3c2oc(CO)cc3=O)cc(OC)c1OC (configuration not stated) was read as Vif-APOBEC3F blk -3%, RGS4 inh 29%, 12-LOX inh inconclusive, LDHA inh 0, ERG-DNA inh -2%, Vif-APOBEC3G blk 4%, GRP78 ERSR act -1%, D2 ag 0.5 and D2 antagonist -15.
For CN(C)C(/C=C/Nc1ccc(C#N)cc1)=C(C#N)C#N the results were Vif-APOBEC3F blk -1%, RGS4 inh 8%, 12-LOX inh -1%, LDHA inh 1, Vif-APOBEC3G blk -5%, GRP78 ERSR act -1%, D2 ag -0.3 and D2 antagonist 8.
COc1ccc2[nH]c(C(=O)O)c(CCN3C(=O)c4ccc(C(=O)O)cc4C3=O)c2c1 was read as Vif-APOBEC3F blk 14%, RGS4 inh -5%, 12-LOX inh -11%, LDHA inh -3, ERG-DNA inh 2%, Vif-APOBEC3G blk 0%, GRP78 ERSR act -3%, D2 ag 0.0 and D2 antagonist -15.
For COc1ccc(CC(=O)OCC(=O)NC2CCCCCC2)cc1OC the results were Vif-APOBEC3F blk 3%, RGS4 inh -4%, 12-LOX inh 11%, LDHA inh -7, ERG-DNA inh 1%, Vif-APOBEC3G blk 0%, GRP78 ERSR act -7%, D2 ag -0.1 and D2 antagonist 16.
Screening C=CCn1c(-c2ccc(OC)cc2)csc1=Nc1c(C)n(C)n(-c2ccccc2)c1=O returned Vif-APOBEC3F blk 1%, RGS4 inh 2%, 12-LOX inh -14%, LDHA inh -8, ERG-DNA inh 3%, Vif-APOBEC3G blk 0%, GRP78 ERSR act 6%, D2 ag 67* and D2 antagonist 54*.
`NC(=O)C1CCN(C(=O)CCC(=O)c2cccs2)CC1` gave Vif-APOBEC3F blk -1%, RGS4 inh 1%, 12-LOX inh 9%, LDHA inh -3, ERG-DNA inh -2%, Vif-APOBEC3G blk 0% and GRP78 ERSR act -1%.
`O=[N+]([O-])c1ccc(-c2cn(-c3ccc(Cl)cc3)cn2)cc1` gave 12-LOX inh inconclusive, LDHA inh 1, Vif-APOBEC3G blk 0% and GRP78 ERSR act 4%.
For COc1ccc(NC(=S)NCCc2ccc(S(N)(=O)=O)cc2)c(OC)c1 the results were Vif-APOBEC3F blk -14%, RGS4 inh -6%, 12-LOX inh -4%, LDHA inh -4, ERG-DNA inh -5%, Vif-APOBEC3G blk -3%, GRP78 ERSR act 0%, D2 ag 0.2 and D2 antagonist 7.
For COc1ccc(/C=C(\NC(=O)c2ccc(OC)c(OC)c2)C(=O)NCCc2c[nH]c3ccccc23)cc1 the results were Vif-APOBEC3F blk -5%, RGS4 inh 9%, 12-LOX inh 0%, LDHA inh -15, ERG-DNA inh 7%, Vif-APOBEC3G blk 1%, GRP78 ERSR act 2%, D2 ag -0.1 and D2 antagonist -7.
`COc1cc(CO)cc(-c2cc(CO)cc(OC)c2OC)c1OC` gave Vif-APOBEC3F blk 5%, RGS4 inh -6%, 12-LOX inh 38%[activator], LDHA inh -3, ERG-DNA inh -9%, Vif-APOBEC3G blk -3%, GRP78 ERSR act -3%, D2 ag 0.2 and D2 antagonist 5.
CC1Cc2nc(SCC(=O)NCc3ccccc3)n(Cc3ccccc3)c(=O)c2S1 (configuration not stated) was read as Vif-APOBEC3F blk -2%, RGS4 inh -17%, 12-LOX inh 14%[57.4 µM], LDHA inh 2, ERG-DNA inh 4%, Vif-APOBEC3G blk 0%, GRP78 ERSR act 7%, D2 ag 0.3 and D2 antagonist 27.
For CCN(c1ccccc1)S(=O)(=O)c1cccc(C(=O)OCC(=O)c2c(N)n(C)c(=O)n(C)c2=O)c1 the results were Vif-APOBEC3F blk -17%, RGS4 inh -3%, 12-LOX inh 30%, LDHA inh 2, ERG-DNA inh 16%, Vif-APOBEC3G blk 3% and GRP78 ERSR act -2%.
For CC1CC(C)CN(C(=O)COC(=O)COc2ccc(C#N)cc2)C1 (configuration not stated) the results were Vif-APOBEC3F blk -6%, RGS4 inh -1%, 12-LOX inh inconclusive, LDHA inh -1, ERG-DNA inh -4%, Vif-APOBEC3G blk 1% and GRP78 ERSR act -2%.
For Cc1ccc(/C=C/C(=O)N2CCN(S(=O)(=O)c3c(C)c(C)cc(C)c3C)CC2)o1 the results were Vif-APOBEC3F blk -16%, RGS4 inh inconclusive, 12-LOX inh inconclusive, LDHA inh 5, ERG-DNA inh 7%, Vif-APOBEC3G blk -25%, GRP78 ERSR act 3%, D2 ag 1.2 and D2 antagonist 10.
For COc1ccc(-c2nc(CS(=O)CC(=O)N3CCOCC3)c(C)o2)cc1OC (configuration not stated) the results were Vif-APOBEC3F blk -15%, RGS4 inh 13%, 12-LOX inh 0%, LDHA inh 2, ERG-DNA inh 1%, Vif-APOBEC3G blk -2%, GRP78 ERSR act -4%, D2 ag 0.6 and D2 antagonist -13.
`O=C(CN1CCCCC1)c1c[nH]c2ccccc12` gave Vif-APOBEC3F blk 2%, RGS4 inh 1%, 12-LOX inh 1%, LDHA inh -2, ERG-DNA inh -5%, Vif-APOBEC3G blk -10% and GRP78 ERSR act -1%.
`COc1ccc(-n2cc(-c3ccccc3)[nH]c2=S)c(OC)c1` gave Vif-APOBEC3F blk 7%, RGS4 inh -16%, 12-LOX inh inconclusive, LDHA inh -10, ERG-DNA inh -8%, Vif-APOBEC3G blk -20%, GRP78 ERSR act -2%, D2 ag 0.9 and D2 antagonist -3.
For Nn1c(SCC(=O)N2CCCCC2)nnc1-c1ccncc1 the results were Vif-APOBEC3F blk 2%, RGS4 inh 29%, 12-LOX inh 218%[activator], LDHA inh -6, ERG-DNA inh -1%, Vif-APOBEC3G blk 1%, GRP78 ERSR act -3%, D2 ag -0.2 and D2 antagonist 17.
For CN(C(=O)CSc1nc2ccccc2c(=O)n1-c1ccc(F)cc1F)C1CCS(=O)(=O)C1 (configuration not stated) the results were Vif-APOBEC3F blk 10%, RGS4 inh -4%, 12-LOX inh -38%, LDHA inh -11, ERG-DNA inh -4%, Vif-APOBEC3G blk 0% and GRP78 ERSR act 8%.
`COc1ccccc1C(=O)N/N=C(\C)CC(=O)Nc1ccc(Nc2ccccc2)cc1` gave Vif-APOBEC3F blk 5%, RGS4 inh -24%, 12-LOX inh -7%, LDHA inh -1, ERG-DNA inh 4%, Vif-APOBEC3G blk 0%, GRP78 ERSR act 3%, D2 ag -1.0 and D2 antagonist 8.
Screening CCCSc1nc2ccsc2c(=O)n1CC returned Vif-APOBEC3F blk -2%, RGS4 inh -20%, 12-LOX inh 1%, LDHA inh -1, ERG-DNA inh 9%, Vif-APOBEC3G blk 0%, GRP78 ERSR act -2%, D2 ag 0.8 and D2 antagonist 25.
`COc1ccc(OCCCC(=O)OCC(=O)c2ccc3c(c2)NC(=O)CO3)cc1` gave Vif-APOBEC3F blk 2%, RGS4 inh -6%, 12-LOX inh -3%, LDHA inh -5, ERG-DNA inh 5%, Vif-APOBEC3G blk 0%, GRP78 ERSR act -5%, D2 ag -0.7 and D2 antagonist 6.
For Cc1ccc(C(=O)CCc2ccc(N)cc2)cc1 the results were Vif-APOBEC3F blk 1%, RGS4 inh 4%, 12-LOX inh 1%, LDHA inh 0, ERG-DNA inh -8%, Vif-APOBEC3G blk 1%, GRP78 ERSR act 4%, D2 ag -0.2 and D2 antagonist -43.
